RECQ1 helicase: inhibitors of human RECQ1 DNA helicase; RECQ1 DNA unwinding, red fluorescence kinetic read; Potency, µM (highest dose often 57.3 µM), for the others: at the top dose activity, negative = inhibition, usual class: inhibitors; 240,000 tested, 0.54% active;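 also: plate controls were vehicle for no effect and no enzyme for full effect; nearly all actives have a fitted effect of over 30% in size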
Target sequence (P46063 whole entry, looked up): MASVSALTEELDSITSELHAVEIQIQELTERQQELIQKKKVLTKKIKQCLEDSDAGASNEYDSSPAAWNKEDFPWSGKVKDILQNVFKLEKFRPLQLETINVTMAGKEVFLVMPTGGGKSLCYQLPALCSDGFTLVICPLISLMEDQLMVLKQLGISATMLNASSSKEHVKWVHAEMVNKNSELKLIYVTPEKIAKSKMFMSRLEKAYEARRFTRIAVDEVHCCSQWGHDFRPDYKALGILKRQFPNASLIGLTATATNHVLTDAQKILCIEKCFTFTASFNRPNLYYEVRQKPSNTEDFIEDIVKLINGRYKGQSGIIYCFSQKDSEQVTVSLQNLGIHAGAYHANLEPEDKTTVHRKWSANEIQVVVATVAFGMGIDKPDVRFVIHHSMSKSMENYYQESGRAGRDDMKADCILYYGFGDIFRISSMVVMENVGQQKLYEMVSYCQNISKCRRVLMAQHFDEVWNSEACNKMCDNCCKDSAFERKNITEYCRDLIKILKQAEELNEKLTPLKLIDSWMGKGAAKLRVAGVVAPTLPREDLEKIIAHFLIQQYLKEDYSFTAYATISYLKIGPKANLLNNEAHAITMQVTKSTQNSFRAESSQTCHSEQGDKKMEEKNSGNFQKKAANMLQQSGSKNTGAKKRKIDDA
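RECQ1T1 50 nM; forked duplex (20 bp + 30-nt ss tails) 200 nM, ATP 2 mM final; pH 8.0, 2 mM MgCl2, 2.5 ug/ml poly(dI-dC); 15 min compound preincubation; discontinuous kinetic read over 2 h at RT.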
RGS12 GoLoco inh: RGS12 GoLoco-Gai1 interaction inhibition | Gai1:RGS12 GoLoco peptide FP, rhodamine, 10 min | Potency, µM (titrated, usually from 61.6 µM), for the others: top-dose activity, negative = inhibition, hits mostly inhibitors | 230,000 tested, 0.44% active; active = well fitted inhibition curve with a large enough effect, not every such curve was filed as active; inactive = no such curve, though single readings can be large or run the other way; also: nearly all actives have a fitted effect of over 30% in size; many of its hits are not listed in these tables
Target sequence (P63096 whole entry, looked up): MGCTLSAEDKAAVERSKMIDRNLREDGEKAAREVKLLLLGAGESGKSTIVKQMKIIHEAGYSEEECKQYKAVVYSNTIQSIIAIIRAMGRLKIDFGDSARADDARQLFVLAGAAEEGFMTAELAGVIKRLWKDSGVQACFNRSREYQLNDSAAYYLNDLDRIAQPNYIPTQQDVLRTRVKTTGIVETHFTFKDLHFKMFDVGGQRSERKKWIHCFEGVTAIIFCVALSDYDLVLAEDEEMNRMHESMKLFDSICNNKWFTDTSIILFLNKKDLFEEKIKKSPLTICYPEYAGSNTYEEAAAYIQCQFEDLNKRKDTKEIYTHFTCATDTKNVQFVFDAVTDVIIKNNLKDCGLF
TR SRC2 fluor cs: alters Texas Red total fluorescence, flagging assay interference; TRb/SRC2 Texas Red total fluorescence interference; Potency, µM (series often up to 106 µM), for the others: at the highest dose fluorescence change, negative = quenching; 280,000 tested, 0.29% active; active = well fitted curve in either direction with a large enough effect; inconclusive = small, poorly fitted or top-dose-only effect
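Human TRb ligand-binding domain at 0.6 uM with 20 nM Texas Red SRC2 peptide in Tris buffer containing 1 uM T3 and 5% DMSO, incubated with compound 5 h at ambient temperature. Total fluorescence (555/632 nm) calculated as parallel + 2 × perpendicular.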
TRb SRC2 PPI: disrupts binding of human TR beta to SRC2; P10828; TRbeta-SRC2 peptide binding, fluorescence polarization; receptor liganded with 1 µM T3; Potency, µM (titrated, usually from 106 µM), inactives show at the top dose activity change, negative = inhibition, usual class: inhibitors; 280,000 tested, 0.065% active; AID 1469;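 also: plate controls were bound peptide for no effect and peptide without receptor for full effect; nearly all actives have a fitted effect of over 50% in size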
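Fluorescence polarization of 20 nM Texas Red SRC2 peptide (20-aa NR interaction domain) bound to 0.6 uM human TRb ligand-binding domain, with 1 uM T3, after 5 hr at ambient temperature; inhibition seen as decreased polarization.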
* hit, by the source's call; i = inactive; u = inconclusive; x = not tested or not shown; [ ] = dose if it differs, or a comment. Unless noted, calls follow the shape of the dose curve; as a rule, active = well fitted curve in the direction sought with a large enough effect; inconclusive = small, poorly fitted or top-dose-only effect, or another doubt; inactive = no such curve, though single readings can be large; an effect the other way counts as inactive or inconclusive. Unless noted, % is scaled to controls: 0 for no effect and ±100 for the full control effect; potency is read from the fitted curve at half-maximal effect. Not all compounds are listed, so the mix of outcomes need not match the whole.

Each structure is followed by: TR SRC2 fluor cs | TRb SRC2 PPI | RGS12 GoLoco inh | RECQ1 helicase
- O=C(CCCN1CCN2CCCC2C1)c1ccc(F)cc1 (configuration not stated)
 : -1.7% | -4.1% | x | x
- CN(C)Cc1ccccc1-c1cncnc1Nc1ccncc1
 : x | x | 17.7% | -6.6%
- O=C(Oc1ccccc1)N1CCC[C@@]2(CCN(c3ccncc3)C2)C1
 : x | x | -0.7% | -4.3%
- O=C(Nc1cccc(F)c1)N1CC[C@@]2(CCCN(C(=O)c3csnn3)C2)C1
 : x | x | 6.2% | -3.7%
- COc1ccccc1-c1nccc(N2CCN(C)CC2)n1
 : x | x | 15.4% | i
- COc1ccc(Oc2ncc3ncc(=O)n(CCC#N)c3n2)cc1
 : x | x | 8.0% | -1.8%
- CN1CCN(c2ncc3nc(-c4cn(C)c5ccccc45)c(=O)n(Cc4cccs4)c3n2)CC1
 : x | x | 1.5% | i
- Cc1noc(C)c1C(=O)N1CCC2(CC1)CCN(C(c1ccccc1)c1ccccc1)CC2
 : x | x | -1.9% | 0.3%
- COc1ncc2nc(C)c(=O)n(C)c2n1
 : x | x | 0.4% | -0.9%
- CC(C)CN1CCC2(CC1)CCN(C(=O)c1csnn1)CC2
 : x | x | 7.0% | i
- Cc1cnc(CNc2nc(-c3ccccc3C(F)(F)F)nc3ccccc23)cn1
 : x | x | 2.0% | i
- COc1ccc(C(=O)N2CCC3(CC2)CCN(C(c2ccccc2)c2ccccc2)CC3)cc1
 : x | x | 0.6% | i
- Clc1ccccc1-c1cncnc1NCCN1CCOCC1
 : x | x | -7.7% | -4.0%
- COCCn1c(=O)c(C)nc2cnc(N3CCN(C)CC3)nc21
 : x | x | 7.0% | -4.6%
- COCC(=O)N1CCC2(CCCN(Cc3ccccc3OC)C2)CC1
 : x | x | 13.5% | i
- COc1ccc(-n2c(=O)c(-c3cccs3)nc3cnc(Oc4ccccc4)nc32)cc1
 : x | x | -5.6% | i
- O=c1c(-c2ccc(F)c(F)c2)nc2cncnc2n1Cc1ccccc1
 : x | x | 7.5% | i
- CCNc1ncc2nc(-c3ccccc3)c(=O)n(C3CC3)c2n1
 : x | x | 6.7% | -5.4%
- O=C(Nc1ccccc1)N1CCC2(CC1)CCN(S(=O)(=O)c1ccccc1)CC2
 : x | x | 1.3% | i
- COc1ccc(CNc2ccnc(-c3ccoc3)n2)c(OC)c1
 : x | x | 14.6% | i
- CS(=O)(=O)Nc1cccc(-c2ccc3ncnc(N4CCOCC4)c3c2)c1
 : x | x | 3.9% | -5.7%
- COc1cccc(-c2nc(NCCNC(C)=O)c3ccccc3n2)c1
 : x | x | 6.1% | -1.3%
- CC(C)NC(=O)N1CCC2(CC1)CCN(C(=O)c1ccco1)CC2
 : x | x | 5.1% | -4.8%
- CN1CCC2(CC1)CCN(C(=O)c1cc(C(F)(F)F)cc(C(F)(F)F)c1)CC2
 : x | x | -23.6% | -13.4%
- N#Cc1cccc(NC(=O)N2CCCC3(CCN(C(=O)c4csnn4)CC3)C2)c1
 : x | x | 2.7% | -8.4%
- O=c1c(CCc2ccccc2)nc2cnc(Oc3cccc(Cl)c3)nc2n1C[C@H]1CCCO1
 : x | x | -1.4% | -11.7%
- COc1ccc(-n2c(=O)c(-c3ccccc3)nc3cnc(N4CCN(C)CC4)nc32)cc1
 : x | x | 5.4% | i
- COCCn1c(=O)c(-c2cc(F)cc(F)c2)nc2cnc(OC)nc21
 : x | x | 10.3% | -5.3%
- CCNc1ncc2nc(-c3ccc(F)cc3)c(=O)n(CCOC)c2n1
 : x | x | 9.3% | -1.4%
- Cn1cccc1C(=O)N1CCC2(CC1)CCN(c1ccc(-c3ccccc3)cc1)CC2
 : x | x | 10.5% | -5.0%
- COc1ccccc1CNc1cc(-c2ccccc2C)ncn1
 : x | x | 5.2% | -6.9%
- CCNc1ncc2nc(-c3ccc(OC)cc3)c(=O)n(Cc3cccc(OC)c3)c2n1
 : x | x | 10.3% | -6.1%
- COc1ccc(CNc2nc(-c3cccc(NS(C)(=O)=O)c3)nc3ccccc23)c(OC)c1
 : x | x | -6.6% | i
- COc1cccc(Nc2ncc3nc(-c4cccs4)c(=O)n(Cc4cccs4)c3n2)c1
 : x | x | 76.7%[activator] | -1.2%
- COc1ccc2[nH]cc(CCNc3cc(-c4ccc5c(c4)OCO5)ncn3)c2c1
 : x | x | -1.2% | -6.7%
- N#Cc1ccc(CN2CCCC3(CCN(C(=O)c4ccco4)CC3)C2)cc1
 : x | x | 9.6% | i
- c1csc(CNc2nc(-c3ccc4c(c3)OCO4)nc3ccccc23)c1
 : x | x | 6.5% | -14.2%
- COc1cccc(Cn2c(=O)c(-c3cc(F)cc(F)c3)nc3cnc(N4CCNCC4)nc32)c1
 : x | x | 9.9% | -9.2%
- Fc1ccc(Nc2ncncc2-c2ccoc2)cc1
 : x | x | 6.7% | -4.5%
- CCNc1ncc2nc(-c3cccs3)c(=O)n(Cc3cccs3)c2n1
 : x | x | 19.3% | -14.3%
- O=S(=O)(c1ccccc1)N1CCC[C@@]2(CCN(c3cccc(-c4ccccc4)c3)C2)C1
 : x | x | 19.7% | -11.5%
- COc1ncc2nc(-c3ccc(Cl)cc3)c(=O)n(CCc3ccccc3)c2n1
 : x | x | 2.2% | i
- O=C(c1ccco1)N1CCC[C@@]2(CCN(c3cccc(-c4ccccc4)c3)C2)C1
 : x | x | 24.9% | -12.0%
- COC(=O)N1CCC2(CC1)CCN(c1ncccn1)CC2
 : x | x | 1.2% | i
- COc1ccc(Oc2ncc3nc(-c4ccccc4)c(=O)n(Cc4cccs4)c3n2)cc1
 : x | x | 13.6% | -14.6%
- COc1ncc2nc(-c3cn(C)c4ccccc34)c(=O)n(C[C@H]3CCCO3)c2n1
 : x | x | 0.6% | -11.3%
- O=C(Nc1cccc(F)c1)N1CCCC2(CCN(C(=O)c3cnccn3)CC2)C1
 : x | x | -5.4% | -4.5%
- O=C(c1cc(C(F)(F)F)cc(C(F)(F)F)c1)N1CCC2(CC1)CN(c1ncccn1)C2
 : x | x | 0.8% | i
- CCNc1ncc2nc(C)c(=O)n(Cc3cccs3)c2n1
 : x | x | 16.2% | -11.2%
- O=C(c1ccncc1)N1CCC[C@@]2(CCN(c3ccccn3)C2)C1
 : x | x | 16.6% | -4.1%
- COCCNc1nc(-c2ccccc2C(F)(F)F)nc2ccccc12
 : x | x | 3.5% | -0.8%
- O=c1c(-c2ccc(F)cc2)nc2cnc(Nc3ccccc3)nc2n1C[C@H]1CCCO1
 : x | x | -4.7% | -1.6%
- CN(C)c1ncc2nc(-c3cn(C)c4ccccc34)c(=O)n(C[C@H]3CCCO3)c2n1
 : x | x | 6.4% | -5.1%
- COc1ccc(-n2c(=O)c(C)nc3cnc(N4CCNCC4)nc32)cc1
 : x | x | 38.1%[activator] | -12.1%
- O=c1c(-c2cccs2)nc2cnc(N3CCNCC3)nc2n1CCc1ccccc1
 : x | x | 7.2% | -3.4%
- CN(C)Cc1ccccc1-c1cncnc1Nc1ccccc1
 : x | x | -9.4% | -9.6%
- CC(=O)NCCNc1ncncc1-c1ccccc1CN(C)C
 : x | x | 5.7% | -0.9%
- CN1CCN(c2ncc3nc(-c4cn(C)c5ccccc45)c(=O)n(C[C@H]4CCCO4)c3n2)CC1
 : x | x | 14.9% | i
- COC(=O)N1CCC2(CCN(C(=O)Nc3cccc(C#N)c3)CC2)CC1
 : x | x | 4.2% | -7.2%
- CNc1ccnc(-c2ccccc2OC)n1
 : x | x | -3.6% | i

The results go on.
Each structure is followed by: TR SRC2 fluor cs | TRb SRC2 PPI | RGS12 GoLoco inh | RECQ1 helicase
- CC(C)NC(=O)N1CC[C@@]2(CCCN(C(=O)c3cnccn3)C2)C1
 : x | x | 4.3% | i
- COc1ccc(NC(=O)N2CC[C@@]3(CCCN(C(=O)c4cnccn4)C3)C2)cc1
 : x | x | 2.0% | -2.7%
- COc1cccc(-c2nc(N3CCN(C)CC3)c3ccccc3n2)c1
 : x | x | 9.1% | i
- CN(Cc1ccco1)c1cc(-c2ccc3c(c2)OCO3)ncn1
 : x | x | -12.3% | -5.5%
- N#CCCn1c(=O)c(-c2ccccc2)nc2cnc(OCc3ccccc3)nc21
 : x | x | 4.4% | i
- Cc1nc2cnc(Oc3cccc(Cl)c3)nc2n(C[C@H]2CCCO2)c1=O
 : x | x | 20.0% | -8.7%
- O=c1c(-c2cc(F)cc(F)c2)nc2cnc(Nc3ccccc3)nc2n1C[C@H]1CCCO1
 : x | x | 0.2% | -3.5%
- COCCNc1nc(-c2cccc(NS(C)(=O)=O)c2)nc2ccccc12
 : x | x | 37.6%[activator] | -8.2%
- O=c1c(CCc2ccccc2)nc2cncnc2n1Cc1ccccc1
 : x | x | 95.8%[activator] | -10.6%
- O=c1c(-c2cc(F)cc(F)c2)nc2cnc(N3CCNCC3)nc2n1Cc1ccc(F)cc1
 : x | x | 10.7% | u
- CS(=O)(=O)Nc1cccc(-c2cncnc2NCc2ccccc2)c1
 : x | x | -1.0% | -3.5%
- N#Cc1cccc(NC(=O)N2CC[C@@]3(CCCN(C(=O)c4ccco4)C3)C2)c1
 : x | x | 4.1% | i
- CN(C)c1ncc2nc(-c3ccc(Cl)cc3)c(=O)n(C[C@H]3CCCO3)c2n1
 : x | x | -0.2% | -9.3%
- Cc1nc2cnc(N3CCN(C)CC3)nc2n(C)c1=O
 : x | x | 24.1% | i
- Cn1c(=O)c(-c2ccc(Cl)cc2)nc2cnc(N3CCNCC3)nc21
 : x | x | -8.8% | i
- COC(=O)N1CCC2(CCN(C(=O)Nc3ccc(OC)cc3)CC2)CC1
 : x | x | 2.5% | -3.6%
- Cn1cccc1C(=O)N1CCC[C@@]2(CCN(c3cccc(-c4ccccc4)c3)C2)C1
 : x | x | 10.6% | -8.5%
- CN(C)c1ncc2nc(-c3ccc(Cl)cc3)c(=O)n(C3CC3)c2n1
 : x | x | -0.4% | i
- N#CCCn1c(=O)c(-c2cccc(C#N)c2)nc2cnc(Oc3cccc(Cl)c3)nc21
 : x | x | -3.8% | -9.8%
- CN1CCN(c2ncc3nc(-c4ccc(Cl)cc4)c(=O)n(Cc4cccs4)c3n2)CC1
 : x | x | -5.7% | 14.9%
- Cc1cnc(CNc2ncncc2-c2cccc(C#N)c2)cn1
 : x | x | -13.6% | -2.8%
- CN(C)c1ccc(-c2cncnc2N(C)Cc2ccco2)cc1
 : x | x | 0.9% | -13.6%
- O=c1c(-c2ccccc2)nc2cnc(Nc3ccccc3)nc2n1C[C@H]1CCCO1
 : x | x | -0.6% | i
- COc1ncc2nc(-c3ccc(F)cc3)c(=O)n(Cc3ccc(F)cc3)c2n1
 : x | x | 2.1% | i
- COC(=O)N1CCC2(CCN(Cc3ccc(C#N)cc3)CC2)CC1
 : x | x | 1.7% | i
- O=C(Nc1cccc(F)c1)N1CCCC2(CCN(S(=O)(=O)c3ccccc3)CC2)C1
 : x | x | 7.1% | -13.8%
- COc1ccc(Oc2ncc3nc(-c4ccccc4)c(=O)n(C[C@H]4CCCO4)c3n2)cc1
 : x | x | -10.5% | -4.2%
- CCNc1ncc2nc(-c3cccs3)c(=O)n(C)c2n1
 : x | x | 27.6% | i
- N#Cc1cccc(NC(=O)N2CCC3(CC2)CCN(C(=O)c2ccco2)CC3)c1
 : x | x | 3.5% | 0.2%
- CN(C)C(=O)c1ccc(-c2cncnc2Nc2ccc(F)cc2)cc1
 : x | x | -1.7% | -1.7%
- COc1ccc(NC(=O)N2CC[C@@]3(CCCN(C(=O)c4cccn4C)C3)C2)cc1
 : x | x | -2.5% | -1.3%
- O=c1c(-c2ccc(F)cc2)nc2cnc(Nc3ccccc3)nc2n1Cc1cccs1
 : x | x | 12.5% | -2.8%
- COCC(=O)N1CCC2(CCCN(c3ccncc3)C2)CC1
 : x | x | 6.0% | -0.5%

Three entries from above, tab-delimited.
mol	TR SRC2 fluor cs	TRb SRC2 PPI	RGS12 GoLoco inh	RECQ1 helicase
CN(C)c1ccc(-c2cncnc2N(C)Cc2ccco2)cc1	x	x	0.9%	-13.6%
O=c1c(-c2ccccc2)nc2cnc(Nc3ccccc3)nc2n1C[C@H]1CCCO1	x	x	-0.6%	i
COc1ncc2nc(-c3ccc(F)cc3)c(=O)n(Cc3ccc(F)cc3)c2n1	x	x	2.1%	i

Bioassay records (PubChem)
